SRC1 TRFRET art: flags TR-FRET format artefacts in PPARgamma SRC-1 recruitment agonist screen. TR-FRET ratio at 8 µM. TR-FRET detection artefact counter-screen, emission ratio; hits give high values. hit rate 0.34% among 99,000; in the data active = TR-FRET ratio above about 2300; note: inactives centre near 1800; reference of the scale not given here
SRC3 TRFRET art: counter-screen for PPARgamma SRC-3 recruitment agonists: TR-FRET artefact; AID 1048; TR-FRET ratio at 8 µM; PPARgamma/SRC-3 format; hits give high values; hit rate 0.39% among 99,000; in the data active = TR-FRET ratio above about 2000; note: inactives centre near 1600; reference of the scale not given here
Active calls of the source: *. Only part of the results is shown (hit frequency here may not be typical).

The first two entries (preview)
SMILES	SRC1 TRFRET art	SRC3 TRFRET art
COC(=O)c1cccc(-c2ccc(C(c3c(C)[nH][nH]c3=O)c3c(C)[nH][nH]c3=O)o2)c1	1915	1621
CCc1nnc(NS(=O)(=O)c2ccc(NC(=S)NC(=O)/C=C/c3ccccc3)cc2)s1	1611	1555

All compounds of this part, previewed entries included:
SMILES	SRC1 TRFRET art	SRC3 TRFRET art
COC(=O)c1cccc(-c2ccc(C(c3c(C)[nH][nH]c3=O)c3c(C)[nH][nH]c3=O)o2)c1	1915	1621
CCc1nnc(NS(=O)(=O)c2ccc(NC(=S)NC(=O)/C=C/c3ccccc3)cc2)s1	1611	1555
Cc1ccsc1C(=O)N1CCCC(CCC(=O)NCc2ccc(F)c(F)c2)C1 (stereo unspecified)	1925	1494
COc1cccc(CNC(=O)c2n[nH]c3ccccc23)c1	2025	1740
COc1ccc(-n2cnc3cc(C(=O)NC4CCCC4)ccc32)cc1	1793	1219
CCOc1ccc(CCNC(=O)c2[nH]c(C)c(C(C)=O)c2C)cc1OCC	1675	1408
CCCCn1c(O)c(N=NC(=O)c2ccncc2)c2cc(Br)ccc21	1838	1296
Cc1cccc(Nc2nnc(SC/C(O)=C(\C#N)c3nc4ccccc4[nH]3)s2)c1C	1761	1406
Cc1ccc(C(=O)NCC(=O)OCC(=O)Nc2ccccc2C#N)s1	2190	1689
CC1(C)CC(=NNC(=O)c2n[nH]c3c2CCC3)CC(C)(C)N1	1883	1526
Cc1c(C(=O)NCC(C)C)sc2nc(-c3ccc(F)cc3)cn12	1864	1652
CC(C)(C)NC(=O)NC(=O)COC(=O)C1CC(=O)N(Cc2ccccc2)C1 (stereo unspecified)	1966	1645
COc1cc(C2NC(C(=O)O)CS2)ccc1OCc1ccccc1C#N (stereo unspecified)	1760	1711
COc1cccc(CN(Cc2ccccc2F)S(=O)(=O)c2ccc(S(=O)(=O)NCc3ccccc3)cc2)c1	1644	1729
COC(=O)Nc1ccc(OCC(=O)N2CCOCC2)cc1	1679	1461
CCN(CC)CCCNC(=O)CSc1nc(C)cc(C)n1	1634	1371
O=C(Cn1ncc2c(=O)oc3ccccc3c21)N1CCc2ccccc2C1	2021	1504
CN1CCC(OC(=O)c2ccccc2Cl)CC1	1612	1639
O=[N+]([O-])c1cc(C(F)(F)F)cc([N+](=O)[O-])c1NCc1cccnc1	1618	1416
CCOC(=O)c1c(CC(C)C)csc1N	2037	1513
CNc1nc(C)nc(N/N=C/c2ccccc2)n1	1774	1685
COc1cccc(CN2CCNC(=O)C2CC(=O)NCCc2ccccn2)c1 (stereo unspecified)	1795	1587
COc1ccc(C/C(C)=N/NC(=O)c2ccncc2)cc1	1922	1765
CC1=CN2C(=N)/C(=C/c3ccc(C)o3)C(=O)N=C2S1	1886	1505
COc1ccc(S(=O)(=O)NCC2CCCN(C(=O)C=C(C)C)C2)cc1 (stereo unspecified)	1556	1516
O=C(CSc1nc(C2CC2)nc2ccccc12)Nc1ccccc1N1CCOCC1	1542	1785
Cc1ccc2oc(=O)c3cnn(CC(=O)N(CCCN4CCOCC4)Cc4ccco4)c3c2c1	1731	1592
Cc1ccc(OCCSc2nc(N)cc(N)n2)cc1	1988	1695
COC(=O)c1ccc(N2CCCCC2)c(N)c1	1728	1527
O=C(N1CCN(c2ccccn2)CC1)C(Cl)(Cl)Cl	1881	1709
Cc1ccccc1C(=O)NC(C(=O)Nc1nc2c(s1)CCCC2)C(C)C (stereo unspecified)	1592	1502
O=c1c(-c2nn[nH]n2)coc2ccc(Cl)cc12	1683	1415
O/C(=C\c1ccc2ccccc2n1)c1ccc(O)cc1O	1648	1794
COc1ccc2ccccc2c1/C=N/NC(=S)NCCN1CCOCC1	1846	1507
CCOc1ccc2cc(C(=O)c3ccccc3)c(=O)oc2c1	1780	1691
Cc1cccc(N2CCN(C(=O)CCS(=O)(=O)c3ccc(Br)cc3)CC2C)c1 (stereo unspecified)	1926	1570
CNC(=O)NC(=O)COc1c(F)c(F)cc(F)c1F	1950	1783
Cc1ccc(N2C(=O)CC(SCC(=O)Nc3ccc(S(N)(=O)=O)cc3)C2=O)cc1 (stereo unspecified)	1788	1578
Cc1cccc(NC(=O)NC2CC(=O)N(c3ccc4c(c3)OCCO4)C2)n1 (stereo unspecified)	1754	1633
Cc1ccc(SCC(=O)Nc2ccc(-c3nc4ccccc4[nH]3)cc2)cc1	1838	1703
COC(CNC(=O)CNC(=S)N(Cc1ccccc1)Cc1cccnc1)OC	1759	1674
O=C1NC(=S)S/C1=C\c1ccc(SCc2ccco2)o1	1829	1738
O=[N+]([O-])c1ccc(NC2CCN(Cc3ccccc3)CC2)c([N+](=O)[O-])c1	2040	1557
CCOC(=O)c1cc(CC)sc1NC(=O)CSc1nc2ccccc2c(=O)n1Cc1ccco1	1957	1509
CC(=O)Nc1ccc(C(=O)CSc2nc3ccc(C)cc3[nH]2)cc1	1686	1663
CC(C)CN1C(=S)SC(C)(C)C1n1oc(=O)n(-c2ccccc2)c1=O (stereo unspecified)	1910	1604
CCOC(=O)c1cnc2c(C)cc(C)cc2c1Nc1ccc(S(=O)(=O)Nc2ncccn2)cc1	1794	1568
Cc1cccc2cc(CN(CCN(C)C)C(=S)Nc3ccccc3)c(=O)[nH]c12	1925	1658
O=C(CSc1nc2ccccc2n1S(=O)(=O)c1cccc([N+](=O)[O-])c1)NCc1cccs1	2140	1764
O=C(NCCSCc1c(F)cccc1Cl)c1ccc(CN2CCOCC2)cc1	1845	1460
O=C(Nc1ccccc1-c1ccccc1)C1CCC1	1746	1511
CCOC(=O)c1[nH]c2ccc(OC)cc2c1NC(=S)N1CCN(c2cccc(C)c2C)CC1	2233	1660
CCC(=O)N1CCc2cc(S(=O)(=O)NCCC(=O)N3CCN(c4ccccn4)CC3)ccc21	1802	1432
Cc1cc(C(=O)CSc2nn3c(=O)c(C(C)(C)C)nnc3s2)c(C)n1C	1921	1571
O=C(N[C@@H](Cc1ccc(O)cc1)C(=O)O)c1cccnc1	1553	1600
O=C(CNc1cccc([N+](=O)[O-])c1)N/N=C/c1ccc(F)cc1	1640	1516
COc1ccc2c(c1OC)C(=O)OC2CC(=O)c1ccc(O)cc1 (stereo unspecified)	1659	1576
CCOC(=O)C(C)(C)N(Cc1cccc(C)c1)S(=O)(=O)c1cccc([N+](=O)[O-])c1	1811	1568
Cc1nc2ccc(N=NC3=C(O)CC(C)(C)CC3=O)cc2s1	1662	1596
Cc1c(C(=O)O)c(C(=O)O)nc2ccc(N3CCOCC3)cc12	1554	1433

In the list so far, these contain a tert-butyl group.
SMILES	SRC1 TRFRET art	SRC3 TRFRET art
CC(C)(C)NC(=O)NC(=O)COC(=O)C1CC(=O)N(Cc2ccccc2)C1 (stereo unspecified)	1966	1645
Cc1cc(C(=O)CSc2nn3c(=O)c(C(C)(C)C)nnc3s2)c(C)n1C	1921	1571

Full records, quoted from the list.
Shown for O=C(CSc1nc2ccccc2n1S(=O)(=O)c1cccc([N+](=O)[O-])c1)NCc1cccs1 = SRC1 TRFRET art: 2140; SRC3 TRFRET art: 1764
Shown for O=C1NC(=S)S/C1=C\c1ccc(SCc2ccco2)o1 = SRC1 TRFRET art: 1829; SRC3 TRFRET art: 1738

The list goes on:
SMILES	SRC1 TRFRET art	SRC3 TRFRET art
Cc1ccc(C)c(Cn2c(C)nc3c(sc(=S)n3-c3ccccc3)c2=O)c1	1812	1496
CS(=O)(=O)c1ccc2nc(NC(=O)CCN3C(=O)c4ccccc4C3=O)sc2c1	1815	1644
O=[N+]([O-])c1ccccc1S(=O)(=O)N1CCN(CC2CC=CCC2)CC1 (stereo unspecified)	2090	1602
CNS(=O)(=O)c1ccc(C)c(S(=O)(=O)NC)c1	1847	1635
C=CCN(CC=C)CCOc1ccc(OC(C)C)cc1	1579	1657
CC1CCCCC1NC(=O)CSc1nnc(CNC(=O)c2ccccc2)n1C (stereo unspecified)	1573	1406
Cc1ccc(-c2cc(C(=O)N/N=C/c3cccnc3)n[nH]2)o1	1992	1664
CCCc1ccc(OCC(=O)NNC(=O)c2cccnc2)cc1	1884	1870
Cc1ccc(C)c(C2=NNC(=NCc3ccccc3)SC2)c1	1790	1553
COc1ccc2cc(C)c3nnc(SCC(=O)Nc4nc(-c5ccc(F)cc5)cs4)n3c2c1	1730	1649
COc1ccccc1C1C(C(=O)NCc2ccccc2)=C(C)Nc2ncnn21 (stereo unspecified)	1727	1482
Cc1ccccc1N=C1NC(=O)/C(=C/c2cccn2-c2cccc(C(=O)O)c2)S1	1941	1487
O=C(N/N=C/c1cccc(OC(=O)c2ccc3c(c2)OCO3)c1)c1cncc(Br)c1	1795	1530
CCCC(C)NC(=O)COC(=O)c1ccccc1SCC(=O)NC(C)CCC (stereo unspecified)	1567	1523
CCOC(=O)CC(NC(=O)Cn1nnc(-c2ccccc2C)n1)c1ccc(OC)cc1 (stereo unspecified)	1694	1623
COc1ccc(N(CCC#N)C(=O)/C(C#N)=C/c2cccs2)cc1	1622	1688
CCOC(=O)c1[nH]c(C)c(C(=O)N2CCN(C(=O)OCC)CC2)c1CC	2026	1871
Cc1onc(NC(=O)c2ccc(Cl)cc2Cl)c1Br	1945	1543
CCCN1CCC(=NNc2ccc(S(=O)(=O)N3CCOCC3)cc2[N+](=O)[O-])CC1	1746	1393
O=C(O)c1cccc(-n2c(-c3cnccn3)n[nH]c2=S)c1	1651	1629
O=C(Nc1ncc2c(n1)-c1ccccc1CC2)c1cccs1	1860	1701
CCOC(=O)c1ccc2c(c1)[nH]c(=S)n2CC	2451*	2330*
Nc1c(C(=O)NCCN2CCOCC2)c2nc3ccccc3nc2n1-c1cccc(F)c1	1496	1586
Cc1ccc(C(=O)CSc2nnnn2-c2ccccc2)o1	1708	1488
O=C(NCCCO)/C(=C\c1ccco1)NC(=O)c1ccc(Br)o1	2008	1515
Cc1ccc(O)c(C(=O)c2cnc3c(c2)c(=O)n(C)c(=O)n3C)c1	1819	1614
CCNC(=O)COC(=O)c1sccc1C	1856	1640
O=C(Cn1c(=O)n(-c2ccc(F)cc2)c(=O)c2sccc21)NC1CCCCC1	1803	1453
COc1ccccc1NS(=O)(=O)c1ccc(NC(=O)c2ccncc2)cc1	2026	1633
O=C(c1nc2ccccn2c1CNCCCn1ncc2ccccc21)N1CCCC1	1658	1588
O=C1N=C(N2CCOCC2)S/C1=C1\C(=O)N(Cc2ccccc2)c2ccccc21	1794	1341
Fc1cccc(NC(=S)NCc2cccnc2)c1	1613	1564
COc1cccc(C=Nc2cccc3c(=O)[nH][nH]c(=O)c23)c1O	1942	1604
Cc1ccc(/C=C/C(=O)O)cc1S(=O)(=O)NCC1CCCO1 (stereo unspecified)	1852	1664
N#Cc1ccccc1COc1ccc(/C=C/C(=O)O)cc1	2073	1698
CCOC(=O)c1ccc(CNCc2ccccc2)cc1	1866	1477
COc1cc(N=C2C(=O)N3c4c(cccc42)C(C)=CC3(C)C)cc(OC)c1	1735	1634
CN(CCOC(=O)c1ccc2c(c1)OCO2)C(C)(C)C	1828	1547
CC(C)C(=O)Nc1ccc(N2CCN(C(=O)c3cccs3)CC2)cc1	1807	1563
O=C(Nc1ncc(Br)s1)C1CCCN1S(=O)(=O)c1cccc2cccnc12 (stereo unspecified)	1623	1653
CCn1c(SCC(=O)N2CCc3ccccc3C2)nc2sc(C)c(C)c2c1=O	1711	1675
COc1ccc(C(=O)OCC(=O)c2c(N)n(C)c(=O)n(C)c2=O)cc1OC	1701	1521
CCC(=O)Nc1ccc(C(=O)N/N=C/c2cc(Br)c(OC)cc2OC)cc1	1652	1505
COc1cccc(-c2csc(N3CCN(C(=O)C4CCCCC4)CC3)n2)c1	1863	1827
CC(=O)c1c(C)[nH]c(C(=O)NCc2cccc(Cl)c2)c1C	1712	1433
COc1ccc(CCNC(=O)CSC(=O)c2ccccc2)cc1OC	1733	1734
COc1ccc(-c2[nH]ncc2CN2CCN(C(=O)c3ccco3)CC2)cc1F	1661	1667
Cc1ccccc1C(=O)NC1CCN(Cc2ccccc2)CC1	1650	1672
COC(=O)c1ccc(CSc2nnc(NC(C)C)s2)o1	1581	1540
CCOP(=O)(CC(C(C)=O)C(O)c1ccccc1)OCC (stereo unspecified)	1583	1361
O=C(c1cccc(S(=O)(=O)N2CCOCC2)c1)N(Cc1ccc(F)cc1)Cc1ccco1	1791	1838
COc1cccc(NC(=O)Nc2ccccc2C(N)=O)c1	1805	1424
N#Cc1cc([N+](=O)[O-])ccc1NC(=O)COC(=O)CCC1CCCCC1	1462	1431
O=C1N(c2cccc(Cl)c2)C(c2ccc(Cl)cc2)N2CCCN12 (stereo unspecified)	1967	1539
S=c1[nH]nc(-c2ccco2)n1/N=C/C=C/c1ccco1	1857	1615
COCCCNC(=O)/C(=C\c1cccn1C)NC(=O)c1cccs1	2038	1609
O=C(Nc1cc(Cl)ccc1Cl)C1CC(=O)N(c2ccccc2)C1 (stereo unspecified)	1534	1735
Cc1ccc(N/C=C2\CCCCC2=O)nc1	1847	1646
C[C@@H](CN1C2=NC[C@H](Cc3ccccc3)N2C[C@H]1Cc1ccc(O)cc1)NC(=O)CCC1CCCCC1	1535	1549
C/C(=N\NC(=S)NCCc1ccccc1)c1cccc(Br)c1	1899	1624
CCOC(=O)c1c(/N=C/N(C)C)sc2c1CCC2	1689	1545
O=C(CO/N=C/c1ccccc1O)N1CCc2ccccc21	1984	1563
CCOC(=O)c1nccnc1C(=O)Nc1ccc(C(F)(F)F)cc1	1730	1643

Source: PubChem BioAssay (The Scripps Research Institute Molecular Screening Center)
